IL-2 act – qHTS of IL-2 Activators; activation, % (series mostly up to about 46 µM); IL-2 activation reporter assay, cell-based qHTS; stimulated with anti-CD3/CD4/CD28 beads; in transgenic mouse T cells; actives 0.065% (n = 360,000); in the data active means activation above about 50%; inconclusive means mostly about 30% to 49%; further: 0% is about no effect
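Screening format: compound pinned onto unstimulated transgenic mouse T cells, 60 min incubation, then anti-CD3/anti-CD4/anti-CD28 bead stimulation for 18 hours at 37 degrees C, followed by EGFP and DsRed detection.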
aSyn yeast inh – qHTS of alpha-syn Inhibitors; actives 0.14% (n = 370,000); AID 652106, 2013; Yeast expressing alpha-synuclein, growth rescue, BacTiter-Glo, 24 h; Potency, µM (titrated, usually from 46.1 µM), without a hit: at the top dose growth rescue (activation), most hits filed as activators; further: potency means the concentration at half of the fitted maximal effect; % of control where 0% means no effect; nearly all actives have a fitted effect of over 65% in size
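Readout is rescue of growth in alpha-synuclein-expressing yeast, so inhibitors of toxicity appear as activators. Growth after 24 hr at 30 deg C in galactose medium is quantified by luminescence.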
EPAC1 antagonist – qHTS for Antagonist of cAMP-regulated guanine nucleotide exchange factor 3 (EPAC1): primary screen; EPAC1 GEF assay, Rap1b-BODIPY-GDP exchange fluorescence; Potency, µM (highest dose often 115 µM), inactives show at the top dose activity change, negative = inhibition, actives largely listed as inhibitors; Rap guanine nucleotide exchange factor 3 (Homo sapiens), O95398; actives 0.14% (n = 360,000);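 further: potency means the concentration at half of the fitted maximal effect; plate controls were vehicle for no effect and positive control for full effect; nearly all actives have a fitted effect of over 50% in size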
PLK1 PBD inh – qHTS for Inhibitors of PLK1-PDB (polo-like kinase 1 - polo-box domain): Primary Screen | Serine/threonine-protein kinase PLK1 (Homo sapiens), P53350 | Plk1 PBD binding of FITC phosphopeptide, fluorescence polarization | Potency, µM, for the others: max response, negative = inhibition, most hits filed as inhibitors | actives 2.8% (n = 360,000) | AID 720504, 2013; further: potency means the concentration at half of the fitted maximal effect; series mostly up to about 57 µM; on the % scale 0 is the no-effect control and ±100 the full control effect; nearly all actives have a fitted effect of over 65% in size
Target sequence (P53350 whole entry, looked up, the tested form may be a part): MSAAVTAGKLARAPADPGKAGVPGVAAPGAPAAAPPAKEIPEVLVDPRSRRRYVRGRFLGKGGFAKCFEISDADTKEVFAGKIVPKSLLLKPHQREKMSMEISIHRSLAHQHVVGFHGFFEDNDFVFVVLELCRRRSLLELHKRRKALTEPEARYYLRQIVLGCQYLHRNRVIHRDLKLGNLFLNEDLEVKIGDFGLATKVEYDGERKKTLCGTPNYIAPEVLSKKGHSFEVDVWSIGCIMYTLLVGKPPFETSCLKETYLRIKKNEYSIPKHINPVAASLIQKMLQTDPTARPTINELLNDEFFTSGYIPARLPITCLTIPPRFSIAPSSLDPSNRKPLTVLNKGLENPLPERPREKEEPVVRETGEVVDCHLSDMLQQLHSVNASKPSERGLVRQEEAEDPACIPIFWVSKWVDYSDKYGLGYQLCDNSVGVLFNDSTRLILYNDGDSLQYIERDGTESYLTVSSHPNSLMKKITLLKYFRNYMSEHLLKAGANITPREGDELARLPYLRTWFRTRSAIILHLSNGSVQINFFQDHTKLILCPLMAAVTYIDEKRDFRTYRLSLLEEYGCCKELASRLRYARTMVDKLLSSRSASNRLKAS
FUS yeast rescue – qHTS for Suppressors of FUS Proteinopathy: Primary screen using FUS-linked yeast assay. Potency, µM (series often up to 76.6 µM), without a hit: at the highest dose growth rescue (activation), actives largely listed as activators. actives 0.24% (n = 390,000). S. cerevisiae FUS-expressing, growth rescue, OD600, 24 h. AID 1347120, 2019;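 further: potency means the concentration at half of the fitted maximal effect; plate controls were DMSO vehicle for no effect and reference control for full effect; nearly all actives have a fitted effect of over 55% in size; some results filed as inactive show a strong effect at the top dose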
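Galactose (2%) drives FUS expression in yeast precultured in raffinose; seeding density OD 0.005. Test compounds incubated 24hr at 30C and 99% humidity before absorbance at 600 nm was measured.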
EPAC1 ag – qHTS for Agonist of cAMP-regulated guanine nucleotide exchange factor 3 (EPAC1): primary screen | Rap guanine nucleotide exchange factor 3 (Homo sapiens), O95398 | EPAC1 agonist qHTS, biochemical assay; response scale: 100% = response to 6.5 mM cAMP | Potency, µM (doses to about 154 µM), inactives show top-dose activation, actives largely listed as activators | actives 0.073% (n = 360,000) | AID 720707, 2013; further: potency means the concentration at half of the fitted maximal effect; nearly all actives have a fitted effect of over 60% in size
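Read-out is the fluorescence drop as BODIPY-GDP leaves Rap1B (480 nm excitation, 540 nm emission), recorded every 5 minutes over 30 minutes. Reactions held 100 nM EPAC1, 250 nM Rap1B–BODIPY-GDP and 50 uM GDP, with 6.5 mM cAMP setting full activation.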
Abeta yeast res – qHTS for compounds that reverse cellular toxicity of Amyloid beta (A-beta) peptide in yeast: Primary Screen; yeast expressing A-beta42, growth rescue, OD600, 48 h; response scale: 0% DMSO, 100% iron-clioquinol control; Potency, µM (titrated, usually from 46.1 µM), without a hit: at the highest dose growth rescue, usual class: activators; actives 0.063% (n = 410,000); AID 1347071, 2019; further: potency means the concentration at half of the fitted maximal effect; nearly all actives have a fitted effect of over 55% in size
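Yeast growth medium received pinned compounds, then yeast cells expressing toxic A-beta were added; plates incubated at 30 C for 48 hr. Growth read as absorbance at 600 nm, normalized to DMSO and equimolar FeCl3 plus clioquinol controls.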
WRN helicase inh – qHTS for Inhibitors of WRN Helicase; Bifunctional 3'-5' exonuclease/ATP-dependent helicase WRN (Homo sapiens), Q14191; WRN helicase unwinding, fluorescent forked duplex, kinetic; Potency, µM (highest dose often 114 µM), inactives show top-dose activity change, negative = inhibition, most hits filed as inhibitors; actives 0.46% (n = 360,000); further: potency means the concentration at half of the fitted maximal effect; on the % scale 0 is the no-effect control and ±100 the full control effect; nearly all actives have a fitted effect of over 55% in size
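Enzyme (20 nM final) and test compound sit together 15 min at room temperature before substrate addition. Substrate is a single-forked duplex oligonucleotide (100 nM) labelled with fluorophore and quencher, with 2 mM ATP; helicase unwinding raises red fluorescence, read kinetically.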
PI5P4K alpha inh – qHTS for Inhibitors of phosphatidylinositol 5-phosphate 4-kinase (PI5P4K); max response, %; PI5P4Kalpha enzyme, ADP-Glo luminescence, 60 min; stronger effect = lower value; AID 652105, 2013; Phosphatidylinositol 5-phosphate 4-kinase type-2 alpha (Homo sapiens), P48426; actives 1.2% (n = 330,000); active means max response of -50% or lower; inconclusive means between -30% and -50%; inactive means -30% or higher; further: value at the top dose of about 77 µM; on the % scale 0 is the no-effect control and ±100 the full control effect
Target sequence (P48426 whole entry, looked up): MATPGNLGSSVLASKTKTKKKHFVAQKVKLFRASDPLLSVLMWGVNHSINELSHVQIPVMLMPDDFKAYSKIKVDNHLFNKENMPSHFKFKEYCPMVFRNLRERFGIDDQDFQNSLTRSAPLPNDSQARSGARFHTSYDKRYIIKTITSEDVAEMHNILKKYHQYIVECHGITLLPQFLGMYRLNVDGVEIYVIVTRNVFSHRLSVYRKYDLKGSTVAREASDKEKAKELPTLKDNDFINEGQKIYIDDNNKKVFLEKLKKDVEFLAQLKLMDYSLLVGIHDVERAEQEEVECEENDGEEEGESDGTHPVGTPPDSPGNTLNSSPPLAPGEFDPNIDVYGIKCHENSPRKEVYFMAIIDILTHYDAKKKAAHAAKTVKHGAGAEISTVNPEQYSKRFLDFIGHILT
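qHTS, 1536-well: enzyme/substrate mix, compound by pin tool, 5 microM ATP final; RT 60 min; ADP-Glo reagents 1 (45 min) then 2 (30 min); luminescence.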
* marks the source's active call; other numbers are inactive results; ? = inconclusive; / = not tested or not shown; [ ] = dose if it differs, or a comment. Unless noted, the call rests on the fitted dose curve; in most records, active means well fitted curve in the direction sought with a large enough effect; inconclusive means small, poorly fitted or top-dose-only effect, or another doubt; inactive means no such curve, though single readings can be large; an effect the other way counts as inactive or inconclusive.

#1 CCCC(C)NC(=O)Cc1ccc(S(=O)(=O)N2CCOCC2)s1 (stereo not drawn)
#2 COc1ccc(Cc2nnc(NC(=O)c3ccc(F)cc3)s2)cc1OC
#3 CC(C)(C)NC(=O)c1cc(Cl)ccc1[N+](=O)[O-]
#4 CCc1c(O)nc(SCC(=O)c2ccccc2)n(-c2ccccc2)c1=O
#5 CCCC(=O)NC(=S)Nc1cccc(C(C)=O)c1
#6 CCCC1CC(CCc2ccccc2)OS(=O)(=O)N1 (stereo not drawn)
#7 O=c1[nH]c2ccccc2n1CCC1CCCCC1
#8 CC(=O)Nc1cccc(OCC(=O)NC(C)c2ccc3ccccc3c2)c1 (stereo not drawn)
assay / compound,1,2,3,4,5,6,7,8
IL-2 act,0.7,-0.3,-0.7,0.0,-0.2,0.5,1.3,1.2
aSyn yeast inh,-6%,1%,-8%,-5%,1%,3%,3%,-3%
EPAC1 antagonist,5%,-11%,7%,-8%,-12%,4%,-3%,-2%
PLK1 PBD inh,0%,-7%,-6%,-14%,1%,-12%,0%,-8%
FUS yeast rescue,11%,-2%,/,-21%,-10%,-15%,22%,25%
EPAC1 ag,0%,4%,6%,-3%,2%,2%,-3%,9%
Abeta yeast res,-16%,-16%,-9%,-94%[inhibitor],11%,10%,13%,1%
WRN helicase inh,4%,3%,10%,7%,-8%,6%,-8%,0%
PI5P4K alpha inh,-6,-1,4,-1,4,0,/,1

#9 O=C(NCCc1ccc(Cl)cc1)c1cc(=O)[nH]c2ccccc12
#10 Nc1cccc(C(=O)Nc2ccccc2Cl)c1
#11 O=C(Nc1cccc2c1N(C(=O)c1ccco1)CCC2)c1ccco1
#12 CN(C)c1ccc(C(=O)OCC(=O)Nc2cccc(S(=O)(=O)N3CCCC3)c2)cc1
#13 Cn1c(SCC(=O)Nc2ccc(NC(=O)c3cccs3)cc2)nnc1-c1ccncc1
#14 CC(C)c1ccc(C(C(C(=O)c2ccccc2)N2CCOCC2)N2CCOCC2)cc1 (stereo not drawn)
#15 Cc1c(C(=O)Nc2ccc(OC(F)(F)F)cc2)sc2nc3n(c(=O)c12)CCC3
#16 O=C(NNC(=O)c1ccccc1-n1cccc1)c1cccc(Cl)c1
assay / compound,9,10,11,12,13,14,15,16
IL-2 act,4.8,-2.4,1.0,-6.1,-1.9,0.0,0.0,-0.4
aSyn yeast inh,4%,-1%,1%,1%,-1%,-3%,5%,-12%
EPAC1 antagonist,15%,-17%,-2%,2%,-1%,-6%,-16%,0%
PLK1 PBD inh,-9%,-5%,-3%,1%,-9%,-4%,5%,1%
FUS yeast rescue,-5%,14%,-7%,/,12%,6%,17%,3%
EPAC1 ag,1%,0%,-8%,11%,5%,-1%,-12%,4%
Abeta yeast res,-11%,-2%,11%,-17%,?,?,-14%,9%
WRN helicase inh,-2%,1%,4%,?,11%,-5%,-4%,-5%
PI5P4K alpha inh,-12,1,-5,-2,0,0,0,-5

#17 CCOC(=O)c1cc[n+](CC(=O)c2ccc(F)cc2)cc1
#18 CCCCCCCCC(=O)c1c(OC)oc(C=O)cc1=O
#19 Cc1cc(C)c(S(=O)(=O)c2ccccc2)c(=O)[nH]1
#20 COc1cccc(C(C)(O)c2nc(-c3ccc(N(C)C)cc3)cs2)c1 (stereo not drawn)
#21 N#Cc1ccc(C(=O)Nc2cc(-c3ccccc3)nn2-c2ccccc2)cc1
#22 O=C(CCNC(=O)c1ccc(Br)cc1)Nc1cccc(S(=O)(=O)N2CCCCCC2)c1
#23 O=C(Nc1ccn(Cc2ccccc2F)n1)c1ccc(COc2ccccc2Cl)cc1
#24 Cc1cc(N2CCC(C(N)=O)CC2)nc(-c2ccccc2)n1
assay / compound,17,18,19,20,21,22,23,24
IL-2 act,1.0,5.9,0.3,-0.8,-1.7,1.3,-0.6,0.8
aSyn yeast inh,2%,8%,3%,20%,0%,-2%,-3%,9%
EPAC1 antagonist,0%,-25%,-11%,-14%,-21%,-6%,0%,4%
PLK1 PBD inh,-6%,?,2%,-3%,4%,-4%,-4%,-11%
FUS yeast rescue,/,-23%,-11%,42%,-9%,/,/,5%
EPAC1 ag,-4%,-30%[inhibitor],4%,12%,9%,-10%,-7%,7%
Abeta yeast res,12%,-8%,13%,?,6%,-2%,27%,1%
WRN helicase inh,-1%,-13%[11.6 µM],-2%,0%,-1%,-9%,-4%,3%
PI5P4K alpha inh,-2,-84*,-1,11,6,4,-4,-12

#25 O=C(CSc1nnnn1-c1ccc(Cl)cc1)NNC(=O)c1ccc([N+](=O)[O-])cc1
#26 Cc1cc(OCC(=O)NC(Cc2ccc(Cl)cc2)C(=O)O)c2c(C)c(C)c(=O)oc2c1 (stereo not drawn)
#27 CCOc1ccc(OCCN2C(=O)NC3(CCCc4ccccc43)C2=O)cc1 (stereo not drawn)
#28 COc1ccc(C(=O)CCN2CCc3cc(OC)c(OC)cc3C2)cc1
#29 CCC(C)C(CO)NCCCn1ccc(NC(=O)OCc2ccccc2)nc1=O (stereo not drawn)
#30 CC(=O)c1ccc(NC(=O)COC(=O)c2ccccc2N=Nc2ccc(N(C)C)cc2)cc1
#31 O=C(O)c1cccc(Oc2ccccc2[N+](=O)[O-])c1
#32 CSC1=C(C#N)C(c2sccc2C)CC(=O)N1 (stereo not drawn)
assay / compound,25,26,27,28,29,30,31,32
IL-2 act,0.2,0.6,-1.0,-6.7,-2.1,-1.9,0.0,0.5
aSyn yeast inh,-9%,14%,5%,-18%,2%,0%,2%,5%
EPAC1 antagonist,9%,-4%,-5%,-5%,7%,-8%,18%,-21%
PLK1 PBD inh,-5%,-20%,-16%,27µM*,-4%,0%,-4%,-10%
FUS yeast rescue,/,23%,20%,-7%,-4%,/,/,9%
EPAC1 ag,-5%,-18%,-8%,-5%,-10%,-6%,6%,7%
Abeta yeast res,-4%,-21%,21%,-36%[inhibitor],-2%,-9%,12%,5%
WRN helicase inh,0%,6%,4%,-33%,-1%,-16%,5%,-4%
PI5P4K alpha inh,-3,-6,-3,-1,3,7,-2,-1

#33 CSCCC1C(=O)OC2(C)CC(C)(C)NC(=S)N12 (stereo not drawn)
#34 Cc1nc2ncnn2c(C)c1CCC(=O)NCc1ccccc1
#35 CC(=O)CSc1nc(-c2cccs2)c(C#N)c(=O)[nH]1
#36 CN(C)/N=C/c1ccc(OC(=O)c2cccc([N+](=O)[O-])c2)cc1
#37 CCCCN(C)C(=O)c1nc2ccccn2c1CN1CCSCC1
#38 COc1ccc(CC(=O)NNC(=O)CCc2ccccc2)cc1OC
#39 O=C(CCC(=O)OCC(=O)c1ccc(Cl)cc1)NC1CCCCC1
#40 CC(C)OC(=O)Cc1nc2sc(-c3ccccc3)cc2c(=O)[nH]1
assay / compound,33,34,35,36,37,38,39,40
IL-2 act,-3.4,1.9,-3.1,-0.8,1.4,0.3,-1.7,0.7
aSyn yeast inh,0%,/,-13%,5%,-9%,-11%,18%,7%
EPAC1 antagonist,1%,8%,-2%,-11%,13%,1%,4%,-8%
PLK1 PBD inh,-10%,-8%,1%,-20%,-9%,-21%,-2%,-11%
FUS yeast rescue,5%,17%,0%,17%,-8%,18%,7%,-5%
EPAC1 ag,-2%,-7%,6%,1%,6%,8%,7%,-1%
Abeta yeast res,?,-5%,-4%,-17%,5%,-1%,7%,-4%
WRN helicase inh,-3%,7%,-16%,30%,-6%,5%,2%,-2%
PI5P4K alpha inh,-1,-14,-22,-7,0,0,3,?

#41 COC(=O)C(NC(=O)CCC(=O)NC(C(=O)OC)c1ccccc1)c1ccccc1 (stereo not drawn)
#42 Cc1ccc2[nH]c(=O)c(C(c3nnnn3CC3CCCO3)N3CCOCC3)cc2c1 (stereo not drawn)
#43 COc1ccc(CNC(=O)Cn2c(=O)oc3ccccc32)cc1OC
#44 CC(C)N1CC2(CC(c3ccccc3C(F)(F)F)=NO2)CN1C(=O)c1ccco1 (stereo not drawn)
#45 CC(C)OC(=O)c1cccnc1N1CCN(c2ccc(F)cc2)CC1
#46 CSCCC(NC(N)=O)C(=O)Nc1ccc2ccccc2c1 (stereo not drawn)
assay / compound,41,42,43,44,45,46
IL-2 act,-1.2,1.1,0.7,-0.5,-2.0,-0.4
aSyn yeast inh,11%,0%,-6%,6%,-1%,-1%
EPAC1 antagonist,-2%,-2%,7%,?,-9%,-7%
PLK1 PBD inh,-23%,-17%,-7%,-10%,-6%,-5%
FUS yeast rescue,-9%,13%,25%,22%,20%,3%
EPAC1 ag,-3%,5%,9%,-11%,11%,-5%
Abeta yeast res,0%,2%,-8%,-1%,-14%,-18%
WRN helicase inh,1%,0%,-1%,-7%,-4%,-1%
PI5P4K alpha inh,-1,/,9,5,/,0

Three compounds out of the list above, ordered by the number in EPAC1 antagonist, rising.
no.	canonical_smiles	EPAC1 antagonist
32	CSC1=C(C#N)C(c2sccc2C)CC(=O)N1 (stereo not drawn)	-21%
22	O=C(CCNC(=O)c1ccc(Br)cc1)Nc1cccc(S(=O)(=O)N2CCCCCC2)c1	-6%
31	O=C(O)c1cccc(Oc2ccccc2[N+](=O)[O-])c1	18%

Copied from the list:
PLK1 PBD inh result of no. 43 : -7%
PLK1 PBD inh result of no. 46 : -5%

From PubChem
